MsrA inh – bovine MsrA inhibition | 360,000 compounds, 0.75% hits | purified bovine MsrA, absorbance read-out | AID 651718 | inhibition, % at 15.5 µM; in the data active = inhibition above about 4.5%;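 also: 0% = vehicle wells with enzyme and 100% = reference inhibitor wells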
Rin1-Abl PPI inh – blocks binding of human Rin1 to Abl | inhibition, % at 7.35 µM | 360,000 compounds, 0.4% hits | P00519+Q13671 | TR-FRET Rin1/Abl binding, biochemical; in the data active = inhibition above about 5%, passing the limit was not always enough
bovine MsrA act – bovine methionine sulfoxide reductase A activation | 360,000 compounds, 0.3% hits | activation, % at 10.6 µM | purified bovine MsrA, absorbance read-out; in the data active = activation above about 7.5%;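 also: 0% = vehicle and 100% = reference activator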
FAS-TE inh – inhibitors of human fatty acid synthase thioesterase domain | 360,000 compounds, 0.67% hits | recombinant FAS-TE, OMFH fluorogenic substrate, fluorescence endpoint | inhibition, % at 15 µM | AID 602261;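 active = compounds whose normalised, plate-corrected inhibition of enzyme fluorescence in the single-dose primary screen is 50% or more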;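 also: 0% = DMSO with enzyme and 100% = substrate without enzyme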
NRP1-CendR mod – alters CendR peptide binding to human NRP-1; FAM-RPARPAR peptide binding to NRP-1, fluorescence polarization; inhibition, % at 25 µM; 360,000 compounds, 0.85% hits; AID 602438;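 active = inhibition or corrected inhibition above about 18%, plus a signal ratio from 0.5 to 1.5, limit read from the data, passing the limit was not always enough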; also: strong numbers were not always called active
Target sequence (O14786 whole entry, looked up): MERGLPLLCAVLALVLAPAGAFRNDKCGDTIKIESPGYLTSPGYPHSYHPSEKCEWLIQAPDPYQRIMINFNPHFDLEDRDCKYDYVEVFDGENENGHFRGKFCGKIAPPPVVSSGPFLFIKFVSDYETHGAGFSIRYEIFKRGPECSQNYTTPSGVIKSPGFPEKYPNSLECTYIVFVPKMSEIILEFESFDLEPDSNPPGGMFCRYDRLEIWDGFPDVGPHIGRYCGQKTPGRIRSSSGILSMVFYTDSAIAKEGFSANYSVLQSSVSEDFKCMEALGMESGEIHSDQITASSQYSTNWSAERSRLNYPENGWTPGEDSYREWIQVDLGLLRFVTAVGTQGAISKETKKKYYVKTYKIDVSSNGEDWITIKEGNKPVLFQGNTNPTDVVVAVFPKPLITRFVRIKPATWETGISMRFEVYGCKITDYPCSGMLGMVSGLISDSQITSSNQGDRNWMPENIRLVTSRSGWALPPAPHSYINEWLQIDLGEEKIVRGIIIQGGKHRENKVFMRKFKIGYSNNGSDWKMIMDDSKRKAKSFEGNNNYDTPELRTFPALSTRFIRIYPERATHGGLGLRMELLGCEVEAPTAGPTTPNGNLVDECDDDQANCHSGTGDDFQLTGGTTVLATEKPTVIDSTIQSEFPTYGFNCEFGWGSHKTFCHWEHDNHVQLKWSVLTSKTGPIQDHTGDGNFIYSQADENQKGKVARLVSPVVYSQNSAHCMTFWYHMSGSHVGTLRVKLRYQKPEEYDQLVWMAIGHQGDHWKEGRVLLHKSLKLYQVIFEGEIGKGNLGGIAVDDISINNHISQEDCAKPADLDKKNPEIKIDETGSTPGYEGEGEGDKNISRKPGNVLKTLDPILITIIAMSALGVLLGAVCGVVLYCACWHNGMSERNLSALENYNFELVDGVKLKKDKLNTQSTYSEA
MT1-MMP act inh – blocks activation of human MT1-MMP. HT1080 RFP-PRO-GFP cells, GFP/RFP ratio fluorescence, overnight; percent of plate control window, DMSO zero. GFP/RFP ratio change, % at 20 µM. 360,000 compounds, 0.061% hits;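 active = GFP/RFP ratio change of at least 30% with cell ATP level not reduced by more than half and red fluorescence within 50% of control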; also: strong numbers were not always called active
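Read-out: GFP/RFP fluorescence ratio; Test system: RFP-PRO-GFP reporter HT1080 cells; Compound dosing: single-point 20 µM compound, 1% DMSO; Times: overnight compound exposure at 37 °C.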
Neddyl block – inhibitors of human cullin neddylation; P61081+Q13564; TR-FRET cullin neddylation, biochemical; calls only at 25 µM; 360,000 compounds, 0.58% hits; AID 651699; in the data active = inhibition above about 36%
eLon inh – inhibitors of E. coli Lon protease; 360,000 compounds, 0.42% hits; purified E. coli Lon protease, fluorescence polarization; inhibition, % at 7.94 µM; in the data active = inhibition above about 13%, passing the limit was not always enough;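 also: 0% = enzyme with probe and DMSO and 100% = no enzyme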
SKN-1 block – blocks SKN-1 activity in C. elegans; 360,000 compounds, 0.49% hits; C. elegans VP596 Pgst-4::GFP/RFP ratio, acrylamide-induced, 24 h; AID 624304; inhibition, % at 21.8 µM;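 active = interference check ratio from 0.5 to 1.5 plus GFP to RFP signal ratio inhibition reaching or exceeding a fixed threshold, cut at about 30% in these data, passing the limit was not always enough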; also: some compounds called inactive have numbers as strong as hits
Numbers without * were called inactive; i = inactive; · = not tested or not shown; + = active, no number; & = joins results of further samples.

SMILES	MsrA inh	Rin1-Abl PPI inh	bovine MsrA act	FAS-TE inh	NRP1-CendR mod	MT1-MMP act inh	Neddyl block	eLon inh	SKN-1 block
CC1CCN(CCCn2c(=S)[nH]c3ccc(N4CCOCC4)cc3c2=O)CC1	1.0	-2	-4	-8	8	-1	·	-6	-6
Cc1[nH][nH]c(=O)c1N=Nc1ccccc1Cl	3.8	-1	-3	1	-13	3	i	1	7
Cc1ccc2nc(/C(C#N)=C\c3ccc(Oc4ccc([N+](=O)[O-])cn4)cc3)[nH]c2c1	-0.4	-1	-12	-3	-25	-10	i	-51	-8
Cc1cccn2c(=O)c3cc(C(=O)NCC4CCCO4)c(=N)n(C4CCCC4)c3nc12 (centres undefined)	1.4	-4	-6	-4	-3	1	·	4	3
O=[N+]([O-])c1ccc(C2=CSC3=NCCN23)cc1	0.7	-6	0	-103	-6	-2	i	10	-14
COC(=O)[C@H](C)NC(=O)Nc1ccc(S(N)(=O)=O)cc1	-1.3	0	-3	-7	10	-5	i	2	9
CC(=O)Nc1ccc2c(c1)CCCN2C(=O)c1ccccc1	1.6	-4	-1	-8	6	0	i	3	-2
CSc1nc(N)nc(C2CC2)n1	0.1	0	0	-4	4	-1	i	-5	14
CC1(C(=O)NS(=O)(=O)c2ccc(Cl)cc2)CCN1C(=O)c1ccco1 (centres undefined)	-2.3	-3	-2	-8	-10	7	i	1	3
CCc1ccccc1NC(=O)Nc1cc(F)ccc1F	-1.4	-1	-5	12	-2	2	i	1	17
Cc1ccc(N2CC(C(=O)Nc3ccccc3C(=O)NC3CCCCC3)CC2=O)cc1 (centres undefined)	1.1	0	-6	-3	24	0	i	-11	-2
CC(=O)NC(CC(=O)NCCCn1ccc2ccccc21)c1ccccc1 (centres undefined)	0.4	0	-1	-4	1	3	i	-7	10
O=C(CCc1ccccc1)NNC(=O)c1ccccn1	1.1	1	-2	-4	3	6	i	-4	6
CCOC(=O)C1CCCN(C(=O)c2cc(CN3C(=O)c4ccccc4C3=O)ccc2OC)C1 (centres undefined)	-0.8	0	-9	-5	4	2	i	-5	0
COc1ccc(CNC(=O)CCNC(=O)C2CCN(S(=O)(=O)c3ccc(OC)cc3)CC2)cc1	-0.4	-5	-7	-10	15	-2	i	-4	1
Cc1noc(C)c1COc1cccc(C(=O)N(C)Cc2nc3ccccc3c(=O)[nH]2)c1	-0.4	5	-2	-4	-2	4	i	-3	8
COc1ccc(CC(=O)N/N=C(\C)c2ccccn2)cc1	·	2	-1	-4	6	5	i	-11	-1
N/C(=N\OC(=O)COc1ccc(Cl)cc1Cl)c1ccccn1	1.3	3	-8	1	-5	-1	i	0	16
Cc1ccc(C)c(C(=O)CN2C3=NCCCN3c3ccccc32)c1	0.5	1	0	-3	-11	1	i	0	13
CC1(C)CC(=O)c2cc(OCC(=O)NCC3CCCO3)ccc2O1 (centres undefined)	0.7	1	-5	-5	-9	0	·	7	6
O=C(NCc1ccccc1)c1ccc(NC2=NC3CS(=O)(=O)CC3S2)cc1 (centres undefined)	·	2	1	-5	-5	1	i	-5	3
O=c1c2ccccc2nc(SCc2nnc(-c3ccccc3)o2)n1-c1ccc(F)cc1F	0.5	3	-3	22	4	-6	i	-4	31
O=C(NS(=O)(=O)Oc1ccc(Cl)cc1)OC[C@@H]1CCCN2CCCC[C@H]12	-0.8	-3	-2	-10	4	-3	i	-8	3
O=C(CN1C(=O)C(=O)N(Cc2ccco2)C1=O)c1c[nH]c2ccccc12	-1.3	0	-4	-5	-14	-5	i	8	14
CN1c2ccccc2C(O)=C(C(=S)Nc2ccc(F)c(Cl)c2)S1(=O)=O	4.9*	-2	-9	5	7	2	+	-3	-11
COC(=O)c1cc2sccc2n1CC(=O)N(C)c1ccccc1	2.0	3	-5	-3	0	2	i	-4	8
Cc1cccc(C)c1OCC(O)CNC(C)C (centres undefined)	0.4	-2	1	-11	2	4	i	2	-5
Cc1c(C=NNC(=O)c2ccc(Br)cc2)c2ccccn2c1C(=O)c1ccncc1	-0.2	-3	-4	-4	-2	0	i	3	6
COc1ccc(-n2c(SCC(=O)O)nnc2-c2ccc(NC(=O)c3ccccc3)cc2)cc1	-0.5	1	-3	-3	-6	0	i	2	12
O=C(Nc1cccc([N+](=O)[O-])c1)Nc1cccc([N+](=O)[O-])c1	0.9	0	-3	28	6	-2	i	10	14
COc1ccc(OC)c(CNCc2ccc3c(c2)OCO3)c1	1.2	0	-6	-6	8	-2	i	2	-6
O=C(NCCCN1CCOCC1)c1ccc2c(=O)n(-c3ccc(F)c(Cl)c3)c(=S)[nH]c2c1	-0.1	2	-3	-2	24*	2	i	2	8
CCN(c1ccc(NC(=O)CSc2nnc3nc(C)cc(C)n23)cc1)C(C)C	0.4	1	-5	-9	-10	2	i	-4	6
Cc1ccc(/C=C/S(=O)(=O)NCC(=O)OCC(=O)N2CC(=O)Nc3ccccc32)cc1	0.2	-2	-5	5	7	-2	i	1	-1
COc1ccc(C(=O)NCCS(=O)(=O)NCc2ccc3c(c2)OCO3)cc1	-0.9	-1	-1	-3	-4	2	i	-2	25
CCCCCc1c(-c2ccccc2)ncn1CCc1ccccc1OC	-0.4	·	-2	7	14	-2	i	10	13
CCSc1nnc(-c2ccccc2N=Cc2c(C)[nH]n(-c3ccccc3)c2=O)c(=O)[nH]1	3.0	0	-3	-1	10	6	i	0	-5
O=C(N[C@H]1C/C=C\C(c2ccc(F)cc2)N(Cc2ccccc2)C(=O)C1)OCC1c2ccccc2-c2ccccc21 (some centres undefined)	-0.3	-1	1	24	-20	0	i	0	-1
O=C(N1CCC(n2nc(-c3ccccc3)oc2=O)CC1)C1(c2ccccc2)CC1	·	4	-7	7	-11	-3	i	-9	3
CCCC#Cc1ccc2c(c1)O[C@H](CN(C)C(=O)CC1CC1)[C@H](C)CN([C@@H](C)CO)S2(=O)=O	0.9	-2	-7	4	1	-2	i	-9	-8
COc1ccc(NC(=O)CN(C)C(=O)c2cn(-c3ccccc3)nc2-c2cccs2)cc1	1.0	-3	-2	7	4	-3	i	7	14
Cc1ccc(CN(CC(=O)N/N=C/c2ccccc2[N+](=O)[O-])S(=O)(=O)c2ccc(C)cc2)cc1	0.7	-1	-3	23	15	-9	i	-1	8
C=CCNc1nc(N)c(C(=O)c2ccc3c(c2)OCO3)s1	3.7	-1	-4	0	0	-6	i	7	27
O=c1[nH]c2ccccc2n2c(-c3ccccc3)nnc12	0.1	-2	-12	4	2	3	i	-26	-1
CCc1n[nH]c2c1/C(=N\O)CC(c1ccccc1)C2 (centres undefined)	-1.6	-3	-2	-13	-6	-6	i	3	-5

Quoted at random: 3 records from the list, in no set order.
SMILES	MsrA inh	Rin1-Abl PPI inh	bovine MsrA act	FAS-TE inh	NRP1-CendR mod	MT1-MMP act inh	Neddyl block	eLon inh	SKN-1 block
CCSc1nnc(-c2ccccc2N=Cc2c(C)[nH]n(-c3ccccc3)c2=O)c(=O)[nH]1	3.0	0	-3	-1	10	6	i	0	-5
COc1ccc(C(=O)NCCS(=O)(=O)NCc2ccc3c(c2)OCO3)cc1	-0.9	-1	-1	-3	-4	2	i	-2	25
COc1ccc(OC)c(CNCc2ccc3c(c2)OCO3)c1	1.2	0	-6	-6	8	-2	i	2	-6

(cont.)
SMILES	MsrA inh	Rin1-Abl PPI inh	bovine MsrA act	FAS-TE inh	NRP1-CendR mod	MT1-MMP act inh	Neddyl block	eLon inh	SKN-1 block
COc1ccccc1C(=O)C1CCCN(Cc2cn[nH]c2C2CCCCC2)C1 (centres undefined)	-0.2	-1	-10	-4	5	6	i	-7	-6
Cc1ccc(NC(=O)COS(=O)c2ccc(C)cc2)cc1 (centres undefined)	0.4	1	-9	-6	7	0	i	2	3
COc1cc(/C=C/c2nc3ccccc3s2)cc(OC)c1O	0.6	0	-4	-3	-40	-110	·	-48	21
CCc1ccc(OCC(O)CN2CCN(c3ccccc3)CC2)cc1 (centres undefined)	-0.3&0.0	1&3	-1&-6	1&-1	0&9	-1&4	i	-9&0	-4&0
Cc1c(C(=O)N2CCCCCC2)oc2ccccc12	0.3	6.6*	-5	-5	4	-2	i	1	-12
CCCn1c(O)c(N=NC(=O)CNC(=O)c2ccncc2)c2ccccc21	2.9	-3	-3	-4	1	2	i	-4	-21
Cc1nnc(NC(=O)C2CC(=O)N(c3ccc4c(c3)OCCO4)C2)s1 (centres undefined)	-0.4	-2	0	-6	7	-1	i	-2	3
O=C(N=C1N=C2C=CC=CN2Cc2ccccc21)c1ccc(S(=O)(=O)N2CCOCC2)cc1	1.4	1	-5	14	-8	2	i	-7	0
c1csc(CCCN2CCCCC2)c1	0.8	0	2	-8	14	5	i	1	6
COC(=O)[C@H](C)NC(=O)c1cc2c(cn1)[nH]c1ccccc12	0.6	2	2	-6	-11	5	i	-5	8
CCOc1ccc(C2c3c(oc4cc(C)c(C)cc4c3=O)C(=O)N2CCCN(C)C)cc1OC (centres undefined)	1.8	-1	-5	-1	-16	-2	i	3	-3
Cc1cc(NC(=O)c2ccc([N+](=O)[O-])cc2Cl)no1	-0.3	3	-8	-7	7	5	i	-5	-1
COc1ccccc1CNC(=O)CCC(=O)n1ncc2cc(C)ccc21	-0.6	0	-6	5	-6	-1	i	4	-9
CCCn1c(SCC(=O)c2c[nH]c3ccccc23)nnc1-c1ccncc1	-0.3	0	-3	-20	-16	-1	i	-23	9
COc1ccccc1NC(=O)COC(=O)C1=NN(c2ccccc2)C(=O)CC1	4.1	0	-13	-7	3	·	i	-17	3

Gathered by group: the compounds so far containing a furan ring, fused or not
SMILES	MsrA inh	Rin1-Abl PPI inh	bovine MsrA act	FAS-TE inh	NRP1-CendR mod	MT1-MMP act inh	Neddyl block	eLon inh	SKN-1 block
CC1(C(=O)NS(=O)(=O)c2ccc(Cl)cc2)CCN1C(=O)c1ccco1 (centres undefined)	-2.3	-3	-2	-8	-10	7	i	1	3
O=C(CN1C(=O)C(=O)N(Cc2ccco2)C1=O)c1c[nH]c2ccccc12	-1.3	0	-4	-5	-14	-5	i	8	14
Cc1c(C(=O)N2CCCCCC2)oc2ccccc12	0.3	6.6*	-5	-5	4	-2	i	1	-12

(cont.)
SMILES	MsrA inh	Rin1-Abl PPI inh	bovine MsrA act	FAS-TE inh	NRP1-CendR mod	MT1-MMP act inh	Neddyl block	eLon inh	SKN-1 block
CCN(CC)S(=O)(=O)c1cccc(C(=O)N[C@H](C(=O)NCc2ccccc2F)C(C)C)c1	0.2	1	-6	-8	2	-6	i	-9	-12
CC(=O)Nc1ccc(NC(=O)C(C)OC(=O)CSc2ccc(Br)cc2C)cc1 (centres undefined)	1.0	-2	-4	-9	22	1	i	-7	-5
C(=C\c1ccccn1)/c1cccnc1	0.6	-3	-3	-2	-1	-1	i	4	-1
CN1CCN(CCCNC(=O)CCC(=O)N2CCOc3ccccc32)CC1	-1.4	4	-2	-4	8	6	i	3	2
COCCn1c(SCC(=O)Nc2cccnc2Cl)nc2ccccc2c1=O	0.9	4	-4	-6	11	-1	i	3	2
O=C(CCNC(=O)c1ccco1)NCCc1c[nH]c2ccccc12	0.2	2	1	-10	-15	1	i	-20	11
Cc1ccc(C)c(Cn2c(CN(C)Cc3ccccc3)nc3c2c(=O)n(C)c(=O)n3C)c1	1.0	0	1	28	-13	-2	i	6	12
CCOC(=O)c1cc(-c2cccnc2)nn1-c1ccccc1	-0.8	3	-15	-3	4	2	i	-4	-8
COCCCn1cnc2oc3nc4ccccc4nc3c2c1=O	3.4	-6	1	-13	-13	-8	i	-12	4
C/C(CC(=O)NC(C)c1ccccc1)=N\NC(N)=S (centres undefined)	0.7	2	-3	-6	-7	6	i	-3	-8
O=C(Nc1nc(SCc2ccc(F)cc2)ns1)c1ccco1	2.4	-4	-2	2	-10	-3	i	-10	54*
COc1ccc(S(=O)(=O)N(CC(=O)NCc2ccccn2)c2ccc(Cl)cc2)cc1	-0.1	0	0	-2	7	-2	i	4	21
Cn1ncc2c(NNC(=O)Cc3ccccc3)ncnc21	-1.4	-1	-1	-6	1	-6	i	-12	6
COc1ccc(/C=C/C(=O)NCC(=O)N=Nc2c(O)[nH]c3ccc([N+](=O)[O-])cc23)cc1	1.8	3	-3	5	6	1	i	-1	-7
